High-throughput results: PubChem BioAssay, National Center for Advancing Translational Sciences (NCATS)
HEK293 tox – cytotoxic in the GLP-1 receptor inverse agonist counter-screen. AID 624418. HEK293 cAMP-luciferase reporter cells, luminescence, 24 h. Potency, µM (top dose mostly 38.3 µM), for the others: top-dose activity change, negative = inhibition, usual class: inhibitors. 410,000 compounds, 0.13% hits;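 further: loss of luciferase light is scored as toxicity; potency means the concentration at half of the fitted maximal effect; on the % scale 0 is the no-effect control and ±100 the full control effect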
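Step one: seed cells (200 cells/uL, DMEM with 10% Nu serum, 1% pen-strep). Step two: 12-hour incubation at 37 deg C. Step three: pin 23 nL compound, incubate 24 hr. Step four: add luciferase reagent, read luminescence 12 min later.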
GLP1R ag – GLP-1 receptor (human) agonism; P43220; Potency, µM (highest dose often 45.6 µM), inactives show at the top dose activation, usual class: activators; 380,000 compounds, 0.007% hits; HEK293 GLP-1R CRE-luciferase, luminescence, 4-6 h; cells express a hypersensitive GLP-1R form; AID 624172; further: potency means the concentration at half of the fitted maximal effect; % of control where 0% means no effect
GLP-1R inv ag – GLP-1 receptor (human) inverse agonism; 410,000 compounds, 1.6% hits; Potency, µM (highest dose often 38.3 µM), for inactives: at the highest dose activity change, negative = inhibition, most hits filed as inhibitors; HEK293 GLP-1R CRE-luciferase, luminescence, 24 h; GLP-1R form is constitutively active; AID 624417; further: potency means the concentration at half of the fitted maximal effect; on the % scale 0 is the no-effect control and ±100 the full control effect; nearly all actives have a fitted effect of over 55% in size
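Cells are plated, allowed 12 hours at 37 deg C, then treated with compounds for 24 hr before luciferase detection reagent is added and luminescence is read after 12 min at room temperature. The HEK293 line carries constitutively active GLP-1R with a cAMP-responsive reporter.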
EPAC1 antagonist – blocks human EPAC1 exchange factor; 360,000 compounds, 0.14% hits; Potency, µM (series often up to 115 µM), for inactives: top-dose activity change, negative = inhibition, hits mostly inhibitors; EPAC1 GEF assay, Rap1b-BODIPY-GDP exchange fluorescence;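 further: potency means the concentration at half of the fitted maximal effect; plate controls were vehicle for no effect and positive control for full effect; nearly all actives have a fitted effect of over 50% in size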
PLK1 PBD block – blocks phosphopeptide binding to human PLK1 polo-box domain | P53350 | Plk1 PBD binding of FITC phosphopeptide, fluorescence polarization | Potency, µM, without a hit: max response, negative = inhibition, actives largely listed as inhibitors | 360,000 compounds, 2.8% hits | AID 720504; further: potency means the concentration at half of the fitted maximal effect; series mostly up to about 57 µM; on the % scale 0 is the no-effect control and ±100 the full control effect; nearly all actives have a fitted effect of over 65% in size
Target sequence (P53350 whole entry, looked up, the tested form may be a part): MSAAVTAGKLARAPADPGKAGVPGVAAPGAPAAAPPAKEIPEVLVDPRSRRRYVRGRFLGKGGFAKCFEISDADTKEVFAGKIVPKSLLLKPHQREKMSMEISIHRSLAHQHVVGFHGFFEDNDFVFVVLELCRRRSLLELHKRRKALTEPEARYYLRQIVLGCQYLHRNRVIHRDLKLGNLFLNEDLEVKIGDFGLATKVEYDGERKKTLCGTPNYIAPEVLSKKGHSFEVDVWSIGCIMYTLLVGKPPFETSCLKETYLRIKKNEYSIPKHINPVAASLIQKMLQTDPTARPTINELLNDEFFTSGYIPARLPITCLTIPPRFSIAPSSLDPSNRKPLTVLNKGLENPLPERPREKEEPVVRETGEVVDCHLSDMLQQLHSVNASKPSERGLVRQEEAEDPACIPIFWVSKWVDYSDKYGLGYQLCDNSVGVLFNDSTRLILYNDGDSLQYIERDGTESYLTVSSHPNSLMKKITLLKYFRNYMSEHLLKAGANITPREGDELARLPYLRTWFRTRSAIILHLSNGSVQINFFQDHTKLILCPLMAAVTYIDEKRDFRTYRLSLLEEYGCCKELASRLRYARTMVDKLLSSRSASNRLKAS
PTHR1 agonist – activates the human parathyroid hormone receptor PTHR1; HEK293 GP2 PTHR1 cells, GloSensor cAMP luminescence, 1 h; Potency, µM (highest dose often 115 µM), for inactives: at the top dose activation, usual class: activators; 410,000 compounds, 0.075% hits; AID 743266; further: potency means the concentration at half of the fitted maximal effect; nearly all actives have a fitted effect of over 55% in size; some results filed as inactive show a strong effect at the top dose; inactives centre near -15; many of its hits are not listed in these tables
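HEK-293-derived GP2 cells expressing PTHR1 and a GloSensor cAMP reporter, 3,000/well, plated overnight, given luciferin plus IBMX (each 0.5 mM as added) for 1 h at 37 °C, then compound for 1 h at 37 °C. Luminescence was read after 15 min at room temperature.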
EPAC1 ag – agonists of human EPAC1. O95398. AID 720707. Potency, µM (doses to about 154 µM), for the others: at the top dose activation, hits mostly activators. EPAC1 agonist qHTS, biochemical assay; response scale: 100% = response to 6.5 mM cAMP. 360,000 compounds, 0.073% hits; further: potency means the concentration at half of the fitted maximal effect; nearly all actives have a fitted effect of over 60% in size
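Fluorescent GDP-exchange assay: 100 nM EPAC1 with 250 nM Rap1B preloaded with BODIPY-GDP and 50 uM GDP; compounds tested as concentration series, 5 min at room temperature, then read every 5 min for 30 min (ex 480/em 540 nm); normalized to 6.5 mM cAMP.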
PI5P4K alpha inh – PI5P4K alpha (human) kinase inhibition; PI5P4Kalpha enzyme, ADP-Glo luminescence, 60 min; stronger effect = lower value; max response, %; 330,000 compounds, 1.2% hits; AID 652105; active means max response of -50% or lower; inconclusive means between -30% and -50%; inactive means -30% or higher; further: value at the top dose of about 77 µM; on the % scale 0 is the no-effect control and ±100 the full control effect
Target sequence (P48426 whole entry, looked up): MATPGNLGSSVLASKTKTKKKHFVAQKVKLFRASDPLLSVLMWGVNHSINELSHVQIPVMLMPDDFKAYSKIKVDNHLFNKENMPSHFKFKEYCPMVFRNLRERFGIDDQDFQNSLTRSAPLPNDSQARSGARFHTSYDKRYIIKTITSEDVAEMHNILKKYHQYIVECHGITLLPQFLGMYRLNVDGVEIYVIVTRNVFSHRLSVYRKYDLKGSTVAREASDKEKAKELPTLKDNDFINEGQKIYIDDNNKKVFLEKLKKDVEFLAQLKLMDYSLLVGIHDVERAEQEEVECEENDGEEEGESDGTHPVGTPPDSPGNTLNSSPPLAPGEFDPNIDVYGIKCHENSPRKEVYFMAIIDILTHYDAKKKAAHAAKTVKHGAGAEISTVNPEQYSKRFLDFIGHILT
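PI5P4Kalpha ADP-Glo assay; 5 microM ATP final; 60 min RT reaction; HEPES pH 7.4/EGTA/CHAPS, 5% DMSO; controls lacking substrate or enzyme; luminescent end-point.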
IL-2 act – activators of IL-2 | 360,000 compounds, 0.065% hits | IL-2 activation reporter assay, cell-based qHTS; stimulated with anti-CD3/CD4/CD28 beads; in transgenic mouse T cells | activation, % (series mostly up to about 46 µM); in the data active means activation above about 50%; inconclusive means mostly about 30% to 49%; further: 0% is about no effect
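Unstimulated transgenic mouse T cells; 60-min compound exposure; bead-based TCR/CD4/CD28 stimulation; 18 h culture, 37 degrees C; dual fluorescence (EGFP, DsRed) plate cytometry.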
The depositor's hits bear a star; i = inactive; ? = inconclusive; · = no result given; [ ] = dose if it differs, or a comment. Unless noted, the call rests on the fitted dose curve; in most records, active means well fitted curve in the direction sought with a large enough effect; inconclusive means small, poorly fitted or top-dose-only effect, or another doubt; inactive means no such curve, though single readings can be large; an effect the other way counts as inactive or inconclusive. This is a subset (hit frequency here may not be typical).

no.	canonical_smiles	GLP-1R inv ag	PLK1 PBD block	EPAC1 antagonist	HEK293 tox	PTHR1 agonist
1	Cc1cc(NC(=O)c2noc3c2CCc2ccccc2-3)n(-c2ccccc2)n1	0.3%	6.0%	2.7%	-1.1%	-15.2%
2	O=C(c1ccc(F)cc1)C1CCN(C(=O)c2ccc(F)cc2)CC1	?	-2.6%	6.9%	-25.0%	-17.0%
3	COc1ccc(CN(C(=S)Nc2ccccc2)C2CC(=O)N(c3ccc(Cl)cc3)C2=O)cc1 (stereo not drawn)	?	-15.1%	-11.6%	?	-61.4%[inhibitor][57.5 µM]
4	COc1ccc(S(=O)(=O)NCc2cc(-c3ccccc3Cl)no2)cc1	12.4%	-13.6%	-25.4%	-4.8%	-14.9%
5	CC(=O)C1C(c2cn(-c3ccccc3)nc2-c2cccs2)NC(=O)NC1(O)C(F)(F)F (stereo not drawn)	-27.9%	-5.2%	-6.7%	-15.0%	i
6	O=C(Nc1ccc2sc3ccccc3c(=O)c2c1)c1ccccc1Cl	-17.5%	-19.4%	-24.6%	85.3%[activator]	-13.1%
7	COc1ccc(Cc2nnc(N/N=C/c3ccc(C)o3)[nH]c2=O)cc1	-6.6%	-0.4%	-0.6%	6.2%	i
8	O=C(COc1cccc(F)c1)Nc1nc(-c2ccncc2)cs1	3.7%	-10.2%	-4.1%	0.8%	i
9	CCn1cc(C(=O)NC(=S)Nc2ccccc2[N+](=O)[O-])cn1	22.4%	?	-24.2%	?	i
10	COc1ccc(-c2ccc(C(=O)Nc3cccc(Oc4ccccc4)c3)c3occc23)c(C)c1	-56.7%	-2.3%	-10.0%	-4.5%	-13.7%
11	COC(=O)Cn1c(Cc2ccccc2)nc2ccccc21	-29.9%	5.97µM*	-2.8%	-3.0%	i
12	Cc1ccc(NC(=O)C2CC(O)CN2C(=O)OCc2ccccc2)cc1C (stereo not drawn)	-13.4%	-13.5%	20.3%	-5.2%	-3.6%
13	COc1ccc2c(c1)SCC(=O)N2C	9.5%	1.3%	0.8%	4.0%	i
14	Cc1nc2c3ccccc3nc(NNC(=O)CCC(=O)N3CCCC(C)C3)n2n1 (stereo not drawn)	0.6%	-4.5%	-5.3%	-0.3%	-23.3%
15	CCNC(=S)N/N=C/c1cccs1	?	-5.7%	1.5%	?	-4.8%

no.	GLP1R ag	PI5P4K alpha inh	EPAC1 ag	IL-2 act
1	-0.3%	1.5	-1.1%	0.7
2	1.3%	3.0	3.7%	-0.2
3	-2.2%	-20.1	7.6%	-0.7
4	4.5%	3.8	2.7%	1.1
5	0.8%	1.4	-13.2%	-0.6
6	-31.7%[inhibitor]	5.4	13.4%	-3.0
7	3.8%	-2.8	-17.3%	-4.9
8	0.5%	-14.3	-11.9%	0.2
9	2.2%	-22.2	-8.5%	-0.9
10	-5.1%	-1.2	-14.5%	-0.8
11	16.0%	-0.2	13.8%	-0.3
12	1.7%	0.3	12.9%	0.1
13	0.8%	·	1.4%	-1.8
14	-2.8%	-2.2	-6.5%	0.6
15	-2.8%	-4.0	-3.5%	-2.3

Next part.
no.	canonical_smiles	GLP-1R inv ag	PLK1 PBD block	EPAC1 antagonist	HEK293 tox	PTHR1 agonist
16	CCOc1ccccc1CN1CCN(Cc2[nH]c3ccccc3c2C)CC1CCO (stereo not drawn)	?	-19.9%	-5.3%	-23.8%	-12.4%
17	Cn1cc(/C=C(\NC(=O)c2ccccc2Cl)C(=O)NCCN2CCOCC2)c2ccccc21	1.2%	-14.0%	-29.7%	-12.3%	i
18	O=[N+]([O-])c1ccccc1S(=O)(=O)NC1CCCC1	12.5%	4.7%	-13.4%	-13.5%	i
19	O=[N+]([O-])c1ccc(Nc2ccccc2O)c2nonc12	5.9%	-14.4%	-13.3%	-15.5%	-43.6%[inhibitor]
20	Cc1cc2ncn(C(=O)N3CCCCCC3)c2cc1C	-12.4%	1.3%	-8.6%	-9.3%	i
21	CCn1ccnc1CNC(=O)CC1C(=O)NCCN1CCCc1ccccc1 (stereo not drawn)	12.9%	-5.5%	11.7%	-4.3%	i
22	CCN(CC)C(=O)Cn1cc(S(=O)(=O)CC(=O)Nc2ccc3c(c2)OCCO3)c2ccccc21	29.1%	-3.0%	0.4%	-2.6%	-22.4%
23	Cc1ccc(S(=O)(=O)NC(=O)Nn2c(C)nnc2C)cc1	27.2%	-0.8%	5.2%	-7.3%	i
24	CCOc1ccc(-c2ncncc2-c2ccc(OC)cc2)c(O)c1	-56.5%	5.3%	-0.2%	42.5%[activator]	-37.0%[inhibitor]
25	O=C(CNC(=O)c1cccc(Cl)c1)NCC(c1cccs1)N1CCOCC1 (stereo not drawn)	21.2%	-6.6%	7.8%	7.5%	-27.5%
26	O=C(O)COc1ccccc1/C=N/NC(=O)CSc1nc2ccccc2c(=O)n1-c1ccccc1	5.3%	-7.5%	?	-0.8%	i
27	CCCC(c1nnnn1Cc1ccc(F)cc1)N1CCN(C2CCCCC2)CC1 (stereo not drawn)	?	0.5%	1.9%	-19.5%	i
28	CCc1noc(C)c1C(=O)N(CCCOC)c1c(N)n(Cc2ccccc2)c(=O)[nH]c1=O	11.0%	1.8%	10.2%	-3.5%	i
29	O=c1cc(-c2ccccc2)[nH]c2cc(F)ccc12	?	-14.6%	-16.0%	-26.2%	-0.6%
30	CCOc1cc(C2/C(=C(/O)c3ccc(OC)cc3)C(=O)C(=O)N2CC2CCCO2)ccc1O (stereo not drawn)	13.5%	?	-5.4%	-3.5%	i

no.	GLP1R ag	PI5P4K alpha inh	EPAC1 ag	IL-2 act
16	2.5%	1.7	7.4%	-2.8
17	-1.0%	-3.6	-4.5%	1.6
18	9.6%	-1.1	-2.3%	3.0
19	?	-10.5	1.9%	3.0
20	-1.8%	-5.0	-9.0%	0.3
21	-3.7%	2.3	2.6%	-1.9
22	14.4%	-1.0	-2.0%	1.4
23	-6.3%	1.7	-2.8%	0.1
24	6.9%	-7.2	15.2%	2.1
25	-1.4%	-0.6	3.6%	-0.1
26	10.5%	-11.1	2.7%	-1.7
27	-10.9%	12.5	-3.0%	-0.3
28	2.6%	5.8	0.7%	-2.7
29	3.1%	2.7	-15.0%	-0.2
30	-3.2%	-9.5	1.1%	1.1

(list continues)
no.	canonical_smiles	GLP-1R inv ag	PLK1 PBD block	EPAC1 antagonist	HEK293 tox	PTHR1 agonist
31	COc1ccccc1CCC(=O)Nc1ccc2c(c1)c(=O)n(C)n2Cc1ccc(F)cc1	?	-9.3%	0.0%	?	-4.1%
32	CCCc1c(C(=O)N/N=C/c2cccc(OCc3ccc(F)cc3)c2)nnn1-c1nonc1N	-11.8%	4.5%	16.3%	-8.3%	-8.2%
33	O=C(c1cc(Br)c(Br)s1)N1CCOCC1	-9.9%	-6.7%	14.1%	-4.3%	i
34	CCN(CC)S(=O)(=O)c1ccc2c(c1)[nH]c(=S)n2CC	8.8%	?	-5.4%	-1.1%	-11.1%
35	CCOc1ccc2c(=O)c(Oc3ccccc3OCC)coc2c1	-3.6%	-2.6%	2.2%	9.1%	-30.5%[inhibitor][57.5 µM]
36	COc1ccc(NC(=O)C2CCN(C(=O)C3CC(=O)N(c4ccc(C)cc4)C3)CC2)c(OC)c1 (stereo not drawn)	31.4%	-3.3%	3.8%	-3.7%	-0.5%
37	COc1ccc(Cl)cc1NC(=O)CN(C)C(=O)C1CCN(C(=O)Nc2ccccc2)CC1	13.4%	-3.9%	7.1%	-18.0%	-20.2%
38	C=CCN1C(=O)/C(=c2\sc3nc(=O)c(Cc4ccccc4)nn3c2=O)c2ccccc21	0.3%	13.4µM*	-9.2%	3.8%	-3.1%
39	CCOc1ccccc1CNc1ccc(N2CCOCC2)c(C(=O)O)c1	?	-4.7%	-10.5%	-9.9%	i
40	C=CCN(CC(=O)NC1CC1)S(=O)(=O)c1cccc(C(F)(F)F)c1	-4.3%	-0.2%	8.8%	-8.7%	-0.4%
41	O=C(Nc1nc(-c2cccs2)cs1)c1ccc(S(=O)(=O)N2CCCCC2)cc1	?	-4.3%	-14.5%	-12.2%	-89.8%[inhibitor]
42	COc1cccc(-c2nnc(SC(C(=O)c3c[nH]c4ccccc34)c3ccccc3)n2C)c1 (stereo not drawn)	?	-0.6%	8.5%	-5.7%	-18.2%

no.	GLP1R ag	PI5P4K alpha inh	EPAC1 ag	IL-2 act
31	16.2%	-14.9	2.8%	-0.8
32	3.3%	-6.0	-4.4%	-3.5
33	-6.5%	3.7	10.1%	-0.8
34	6.6%	-7.7	-1.6%	1.2
35	10.7%	3.7	3.1%	-3.2
36	6.2%	0.9	-3.1%	0.9
37	1.1%	1.7	-2.9%	-3.0
38	?	?	-2.6%	0.6
39	-7.3%	·	8.4%	0.9
40	-5.6%	1.0	0.9%	0.7
41	-11.9%	-6.4	-10.7%	-4.0
42	0.3%	-4.4	-10.1%	-2.2
